# Source: PubChem (several laboratories)
# CRFBP-R2 agonist – agonists of human CRF-binding protein/CRF-R2 receptor complex. activation, % at 13.2 µM. HEK293 CRF-R2/CRF-BP, calcium dye fluorescence (FLIPR); percent of saturating CRF peptide response. 350,000 tested, 0.46% active;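 active = activation of at least 50%, plus an integration ratio under a set limit after plate pattern correction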;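 also: plate controls were neutral control wells without compound for no effect and CRF at EC100 for full effect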
# IDE cell activ – boosts human insulin-degrading enzyme activity in HEK cells. FAbeta-B cleavage, fluorescence polarization; 0% vehicle, 100% cell-free pure enzyme wells. 340,000 tested, 0.073% active. activation, % at 5.96 µM;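 active = activation above the mean of all tested compounds plus 3 SD, set per screening campaign, cut at about 17% in these data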
# pCIP destab – lowers stability of the mouse p/CIP coactivator protein; Q05BA5; F442A p/CIP-EGFP cells, EGFP fluorescence, 16 h; decrease of EGFP signal, % at 10 µM; 290,000 tested, 0.01% active; AID 1984;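 active = EGFP signal decrease of at least 30% at 10 µM or well 3 SD below plate mean, unless failing retest; inactive = the rest, including hits failing retest or dose response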; also: some compounds called inactive have numbers as strong as hits; many of its hits are not listed in these tables
# MEKK3 PB1 HTS – MEKK3-MEK5 PB1 interaction, increase or decrease; Q99759; binding response (% of control), % at 10 µM; bead-based flow cytometry, Alexa488-MEK5 binding to MEKK3; actives lie on both sides; 0 = blocked by unlabeled MEK5, 100 = vehicle; 290,000 tested, 1.4% active;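 active = binding response more than 3 SD above or below the average of its plate-row segment, actives on both sides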;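 also: Alexa488 bead fluorescence after subtracting the streptavidin-only scavenger bead signal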
# IDE cell inh – cellular human IDE inhibition. P14735. HEK cells, FAbetaB cleavage, fluorescence polarization. inhibition, % at 5.59 µM. 320,000 tested, 0.41% active. AID 434962;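 active = percent inhibition above the average of all tested compounds plus 3 SD, set per screening campaign, cut at about 16% in these data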;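 also: IDE supplied by intact live HEK cells; FP after avidin binding of uncleaved biotin substrate so inhibition keeps polarization high; 0% = DMSO wells and 100% = 60 µM reference IDE inhibitor Ii1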
# PHOSPHO1 inh – PHOSPHO1 (human) inhibition | Q8TCT1 | recombinant PHOSPHO1, absorbance phosphatase assay | inhibition, % at 13.3 µM | 290,000 tested, 1.1% active | AID 1565; in the data active = inhibition above about 60%
# CHRM4 PAM – positive allosteric modulators of human muscarinic M4 receptor | activation, % at 3 µM | AID 624126 | 360,000 tested, 0.4% active | CHO-K1 hM4/Gqi5, Fluo-8 calcium fluorescence, ACh EC20; 0% = ACh EC20, 100% = maximal ACh | P08173;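 active = activation above its plate's cutoff, the mean activation of sample wells plus 3 SD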; also: some results filed as inactive read as strong as hits
# GalR3 antagonist – human GalR3 antagonism. HEK293 GalR3-CNG cAMP membrane potential fluorescence; galR3 body fused to GalR1 C-terminus. 360,000 tested, 0.44% active. O60755. inhibition, % at 3 µM;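 active = inhibition above the screen-wide average plus 3 SD, cut at about 13% in these data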;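 also: forskolin and galanin both at EC90 stimulate the cells; cAMP rise reported by CNG channel membrane potential dye signal; 0% = forskolin plus galanin with DMSO and 100% = forskolin alone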
# CRFBP-R2 block – CRF-BP/CRF-R2 complex antagonism. HEK293 CRF-R2/CRF-BP, CRF-induced calcium fluorescence. inhibition, % at 11.8 µM. 350,000 tested, 0.59% active;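 active = inhibition of the ligand-induced calcium signal above about 50% at the single tested concentration, limit read from the data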
# Starred values were filed as active, the others as inactive; / = not tested or not shown.
SMILES,CRFBP-R2 agonist,IDE cell activ,pCIP destab,MEKK3 PB1 HTS,IDE cell inh,PHOSPHO1 inh,CHRM4 PAM,GalR3 antagonist,CRFBP-R2 block
COc1ccc(C(OCC(O)CNCCc2ccccc2)c2ccc(OC)cc2)cc1 (stereo unspecified),5.7,5.1,-3.2,99.0,/,/,-4.4,-15.8,-12.5
CCn1c2ccccc2c2cc(NS(=O)(=O)c3ccccc3C)ccc21,-0.5,4.1,-20.0,107.0,-9.6,16.2,3.9,-5.3,-8.4
COc1ccc(/C=N/NC(=O)c2cc(=O)[nH]c3ccccc23)cc1OC,0.6,3.5,-5.6,104.0,1.0,3.5,18.0,-7.1,12.3
Cc1ccc(Nc2cc(=O)oc3ccccc23)c(C)c1,0.7,2.5,4.7,100.0,7.6,7.4,3.4,-5.4,-8.2
Cc1ccc(C)c(NC(=O)c2cc(S(=O)(=O)N3CCCCC3)c[nH]2)c1,-0.3,6.2,-11.4,97.0,2.4,15.1,-1.7,2.4,-18.0
CC(C)c1cc(NCCOCCO)n2c(nc3ccccc32)c1C#N,-2.3,2.4,3.8,96.0,3.1,20.3,-1.9,-9.2,4.1
COc1ccc(Cl)cc1C(=O)n1nc(C)cc1C,-1.9,7.0,9.9,103.0,3.1,11.7,10.0,-4.9,9.8
COc1ccc(CCNS(=O)(=O)c2cc3c4c(c2)C(C)C(=O)N4CCC3)cc1OC (stereo unspecified),-0.6,1.3,3.5,100.0,2.0,41.2,1.9,-1.3,-5.3
NC(=O)Nc1ccc(C(=O)OCC(=O)Nc2ccc([N+](=O)[O-])cc2C(F)(F)F)cc1,1.0,5.1,-12.5,97.0,0.2,12.6,-5.1,-3.4,1.7
Cc1ccc(-n2ncc3c(=O)n(CC(=O)N(C(C)C)C(C)C)cnc32)cc1,1.1,1.9,-2.3,107.0,-5.1,24.3,-0.6,-5.2,-2.2
Cc1ccc(NC(=O)C2CCCN2C(=O)NC2CCCCC2)c(C)c1 (stereo unspecified),0.1,1.5,-7.9,74.0,-6.8,-15.2,8.9,-3.6,7.3
c1ccc(-c2ccc(-c3cn4c(n3)CCC4)cc2)cc1,4.1,-3.3,12.8,105.0,5.4,11.6,-2.0,-3.8,-0.3
Cn1c(NC(=O)c2ccccc2)nc2ccccc21,2.0,-1.0,4.1,102.0,1.0,7.8,4.9,-9.0,-6.5
CCC(C)C(NS(=O)(=O)c1ccc(C)cc1)C(=O)NCCCN1CCOCC1 (stereo unspecified),-0.2,1.8,2.0,101.0,-7.0,38.2,1.8,4.0,2.3
CCc1ccc(-c2nc(SCC(=O)NC3CC3)n[nH]2)cc1,-0.4,5.3,/,/,-1.9,/,-0.5,-0.2,-5.2
CCCCn1c(SCC(=O)Nc2cc(NC(=O)c3ccco3)ccc2C)nc2ccccc2c1=O,-1.5,4.5,-14.1,91.0,6.7,-5.4,10.1,-5.3,5.9
CN(c1ccc(OCC(=O)NC2=NCCS2)cc1)S(=O)(=O)c1ccc(F)cc1,-0.1,2.0,-3.5,103.0,-2.0,-0.3,-7.5,-2.4,1.7
O=C(O)/C=C/c1ccccc1Oc1ccc(Cl)cc1Cl,-2.1,8.3,5.8,105.0,1.4,11.4,1.3,-0.2,8.4
CCN(CC)CCN(Cc1cc2cc3c(cc2[nH]c1=O)OCCO3)C(=S)NCC1CCCO1 (stereo unspecified),3.2,0.6,8.9,99.0,-0.4,14.8,2.1,8.1,-21.1
Cc1c(C(=O)C(=O)N2CC=C(c3ccccc3)CC2)c2ccccc2n1C,-0.8,-2.4,0.4,105.0,16.1*,-14.5,0.1,-5.6,-11.0
C#CCOCCOCCOCCNc1nc(N2CCN(C(=O)[C@H](CCCCN)n3cc(CCC(=O)O)nn3)CC2)nc(N2CCN(C(=O)[C@H](CCCCN)n3cc(CC(C)O)nn3)CC2)n1 (stereo partly specified),-0.4,-4.2,/,/,3.2,/,10.6,-4.7,4.6
C/C(CCc1ccc2c(c1)OCO2)=N\NC(=S)NC(C)C,2.5,0.9,-5.8,94.0,-0.4,35.9,-3.1,-1.4,6.9
COc1cccc(CNC(=O)Cn2ccc3cc(S(=O)(=O)N4CCCCCC4)ccc32)c1OC,2.7,-0.2,-5.3,101.0,2.2,34.1,-7.6,-7.7,-4.0
COc1ccc(NC(=O)Nc2cccc3c2O[C@H](CN(C)S(=O)(=O)c2ccc(OC)cc2)[C@@H](C)CN([C@H](C)CO)C3=O)cc1,0.3,-2.2,/,/,-0.1,/,-7.2,-7.0,-14.5
Cc1ccccc1-n1nc2c(c1NC(=O)c1ccc(S(=O)(=O)N(C)C)cc1)CSC2,0.1,4.3,3.2,/,2.4,21.5,-9.1,1.6,14.6
# The results go on:
SMILES,CRFBP-R2 agonist,IDE cell activ,pCIP destab,MEKK3 PB1 HTS,IDE cell inh,PHOSPHO1 inh,CHRM4 PAM,GalR3 antagonist,CRFBP-R2 block
Cc1cc(OCC[N+]2(C)CCCCC2)nc2ccccc12,-0.9,0.1,-9.4,82.0,0.7,53.7,6.3,-5.1,-4.1
CCCc1nc(N)c(C#N)c(-c2ccco2)c1CC,-1.6,6.3,-12.1,104.0,-2.2,10.9,-4.0,-6.8,-18.6
C=CCn1c(SCC(C)=O)nc2sc3c(c2c1=O)CCC3,-0.6,-5.3,-5.4,109.0,2.4,30.8,-3.8,-6.9,5.9
O=C(CCN1C(=O)/C(=C\C=C\c2ccccc2)SC1=S)Nc1cccc(C(=O)O)c1,-0.1,-3.3,-8.3,102.0,0.1,16.2,3.5,0.1,2.4
O=C1c2ccccc2C(=O)N1c1ccccc1S(=O)C(F)(F)F (stereo unspecified),4.4,3.8,-17.2,96.0,4.5,-19.5,10.0,-0.3,1.0
Cc1ccc(OCC(=O)NCCNC(=O)c2ccccn2)cc1,0.3,4.8,4.7,101.0,5.5,30.4,0.2,-9.4,-6.1
Cc1nc(-c2noc(-c3ccccc3Cl)n2)c(C(F)(F)F)o1,1.3,4.2,-15.8,99.0,-2.6,40.9,-4.5,-0.9,1.2
COc1ccccc1NS(=O)(=O)c1ccc(N2CCOCC2)c(NC(=O)c2ccco2)c1,0.1,3.8,5.5,102.0,-1.7,28.7,-2.1,4.0,-11.9
CCOc1ccc2nc(NC(=O)CS(=O)(=O)c3ccc(C)cc3)sc2c1,-5.1,3.5,-4.4,102.0,5.9,1.9,-13.1,-2.3,8.3
CSCCC(NC(N)=O)C(=O)NCc1ccccc1Cl (stereo unspecified),-2.7,2.2,-6.7,106.0,3.2,1.0,2.6,1.6,38.0
CCN(CC)S(=O)(=O)c1ccc2c(c1)[nH]c(=S)n2CC,-0.7,0.3,-2.7,105.0,0.9,-86.9,4.5,-0.4,7.9
COCCN(Cc1cc2cc(C)ccc2n2nnnc12)C(=S)Nc1ccc(OC)cc1,-1.4,7.8,/,/,/,/,-5.3,-0.6,7.3
Cc1nc(NC(=O)C(C)Oc2cccc(Cl)c2)sc1C(=O)N(C)C (stereo unspecified),2.7,-4.1,-8.4,109.0,-1.8,-4.6,9.6,-11.4,4.2
O=C(O)c1ccc(Oc2ccccc2)o1,-1.8,3.7,-8.9,105.0,3.6,25.4,-12.2,3.6,4.6
Cc1cc(NC(=O)Cn2c(=O)n(CCCCC(=O)NC3CCN(Cc4ccccc4)CC3)c(=O)c3ccccc32)n[nH]1,/,/,-5.0,93.0,2.6,44.5,/,-1.8,/
COc1ccc(NC(=O)c2cc(C(=O)Nc3ccc(OC)cc3OC)cc([N+](=O)[O-])c2)c(OC)c1,7.3,0.1,-0.8,101.0,-9.4,-5.5,-3.2,-6.9,50.5*
O=C(CN1CCCCCC1)Nc1ccc(S(=O)(=O)N2CCCCC2)cc1,3.9,1.0,-1.1,98.0,3.4,14.6,-13.3,-7.3,-18.7
Cc1ccc(-n2ncc(-c3nnc(SCC(=O)NC4CCCC4)o3)c2N)cc1C,-1.1,5.1,-12.1,/,1.3,-5.5,-8.6,-2.6,20.3
OCCC1CN(C2CCSCC2)CCN1C1CCCC1 (stereo unspecified),1.4,-5.9,-8.0,109.0,-1.0,35.3,6.3,-2.0,16.6
CCN1CCN(CC(=O)c2c(C)n(C)c3ccc(OC)cc23)CC1,-0.5,-2.0,-10.8,94.0,-4.6,33.0,4.0,-1.8,-0.9
Cc1c(NC(=O)C(C)OC(=O)/C=C/c2ccccc2)c(=O)n(-c2ccccc2)n1C (stereo unspecified),0.3,3.0,-7.3,114.0,2.1,16.6,9.4,-5.1,2.7
CNC(=S)NNC(=O)c1cccn(Cc2cccc(C(F)(F)F)c2)c1=O,0.1,-5.5,10.3,99.0,-2.1,-144.0,2.9,-9.3,-3.9
O=C(Cc1c[nH]c2ccccc12)Nc1ccccc1N1CCOCC1,0.7,8.8,-11.1,97.0,0.3,39.7,6.4,-3.4,-56.7
COc1cccc2c1OCC(C(=O)Nc1nccs1)=C2,-0.2,5.3,-3.1,106.0,4.6,28.6,1.8,-10.2,-3.8
O=S(=O)(Nc1ccc(N=Nc2ccccc2)cc1)c1ccccc1,3.9,-0.8,7.5,107.0,2.9,-5.2,-6.0,-9.7,-5.5
# New compounds follow.
SMILES,CRFBP-R2 agonist,IDE cell activ,pCIP destab,MEKK3 PB1 HTS,IDE cell inh,PHOSPHO1 inh,CHRM4 PAM,GalR3 antagonist,CRFBP-R2 block
CC(C)OC(=O)CSc1nnc(-c2ccc(Cl)cc2Cl)n1N,0.0,0.4,11.1,103.0,-1.1,20.0,-1.8,-3.8,-13.1
COc1cc(OC)cc(/C(N)=N/O)c1,-0.2,4.3,4.2,98.0,8.0,-9.9,-13.7,-0.9,-1.7
CCOc1ccc(CNC(=O)C2CCCN(S(C)(=O)=O)C2)cc1OC (stereo unspecified),0.4,-2.3,-4.9,99.0,-1.4,-2.2,-1.1,-7.0,24.3
CC(C)CNC(=O)c1c(N)n(/N=C/c2ccccn2)c2nc3ccccc3nc12,3.0,-1.7,-5.7,106.0,-0.1,38.0,1.5,-1.9,-7.4
COc1ccc(-n2c(SCC(=O)N3CCc4ccccc43)nnc2-c2c[nH]c3ccccc23)cc1,4.7,2.6,-3.2,111.0,5.9,-3.7,2.1,/,0.5
COc1cccc(NC(=O)N2C3CCCC2CC(NC(=O)C2CC2)C3)c1 (stereo unspecified),0.1,5.8,-4.2,101.0,3.2,14.3,-8.0,-5.1,2.5
Cc1ccc(OCC(=O)Oc2c(C)cccc2C)cc1,2.5,0.8,-8.8,98.0,4.1,18.7,-6.5,-6.1,15.0
COc1cc(/C=C2\C(=O)N(c3cccc(C(=O)O)c3)N=C2C)ccc1OCc1ccccc1,38.9,/,/,/,/,/,6.5,2.3,-63.4
COCCCNC(=O)C(Cc1ccccc1)NS(=O)(=O)c1ccc2c(c1)c(=O)n(C)c(=O)n2C (stereo unspecified),-0.6,8.7,1.0,102.0,0.6,0.1,-3.8,-1.2,36.0
CNCC(=O)Nc1c(C)n[nH]c1C,-2.0,3.2,3.7,148.0*,0.6,14.1,10.2,-1.2,12.4

# Entries of single compounds, looked up by structure. Values in the order: CRFBP-R2 agonist, IDE cell activ, pCIP destab, MEKK3 PB1 HTS, IDE cell inh, PHOSPHO1 inh, CHRM4 PAM, GalR3 antagonist, CRFBP-R2 block
# CNCC(=O)Nc1c(C)n[nH]c1C in the list: -2.0, 3.2, 3.7, 148.0*, 0.6, 14.1, 10.2, -1.2, 12.4
# CCOc1ccc(CNC(=O)C2CCCN(S(C)(=O)=O)C2)cc1OC (stereo unspecified) in the list: 0.4, -2.3, -4.9, 99.0, -1.4, -2.2, -1.1, -7.0, 24.3
# COc1cc(OC)cc(/C(N)=N/O)c1 in the list: -0.2, 4.3, 4.2, 98.0, 8.0, -9.9, -13.7, -0.9, -1.7
